# Screens: PubChem BioAssay, The Scripps Research Institute Molecular Screening Center
# PAFAH2 inh – PAFAH2 enzyme inhibitors, primary screen, biochemical, fluorescence polarization, human; recombinant PAFAH2, FP-rhodamine activity probe; AID 492956, 2010; Platelet-activating factor acetylhydrolase 2, cytoplasmic (Homo sapiens), Q99487; 0.99% of 340,000 active; inhibition, % at 3.39 µM;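 active means inhibition above the mean over all tested compounds plus 3 SD, cut at about 30% in these data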;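 further: inhibitors block probe labeling of enzyme so polarization drops; 0% = enzyme with DMSO and 100% = wells lacking PAFAH2 protein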
# PAD4 FP inh – human PAD4 inhibitors, primary screen, biochemical, fluorescence polarization, 1536-well format | inhibition, % at 6.36 µM | recombinant PAD4, RCA probe fluorescence polarization | Protein-arginine deiminase type-4 (Homo sapiens), Q9UM07 | 0.41% of 330,000 active;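 active means percent inhibition above a cutoff equal to the mean of all tested compounds plus 3 SD, cut at about 15% in these data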;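 further: 0% = PAD4 with RCA probe and DMSO and 100% = probe without PAD4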
# PAFAH1B3 inh – PAFAH1B3 enzyme inhibitors, primary screen, biochemical, fluorescence polarization, human | 0.28% of 340,000 active | Platelet-activating factor acetylhydrolase IB subunit alpha1 (Homo sapiens), Q15102 | inhibition, % at 3.39 µM | AID 492972, 2010 | recombinant PAFAH1B3, FP-rhodamine probe;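 active means inhibition above the screen-wide average of all tested compounds plus 3 SD, cut at about 25% in these data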;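 further: 0% = enzyme with DMSO only and 100% = wells lacking PAFAH1B3 protein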
# Target sequence (Q15102 whole entry, looked up): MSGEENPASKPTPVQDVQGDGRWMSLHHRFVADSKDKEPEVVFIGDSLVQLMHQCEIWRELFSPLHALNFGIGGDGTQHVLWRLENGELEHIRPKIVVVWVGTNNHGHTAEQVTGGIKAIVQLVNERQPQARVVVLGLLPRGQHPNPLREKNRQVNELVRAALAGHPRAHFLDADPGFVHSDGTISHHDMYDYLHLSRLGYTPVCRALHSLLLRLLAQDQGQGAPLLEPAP
# PREPL inhibitor – PREPL enzyme inhibitors, primary screen, biochemical, fluorescence polarization. Prolyl endopeptidase-like (Homo sapiens), Q4J6C6. recombinant PREPL, fluorescence polarization activity-based probe. inhibition, % at 5.96 µM. 0.68% of 320,000 active; in the data active means inhibition above about 43%;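 further: 0% = enzyme with DMSO and 100% = wells lacking enzyme; many of its hits are not listed in these tables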
# LYPLA1 counter – LYPLA1 inhibitors, primary screen, counter-screen for PME1 inhibitor project, biochemical, fluorescence polarization, FP-Rh probe ABPP. Acyl-protein thioesterase 1 (Homo sapiens), O75608. recombinant LYPLA1. inhibition, % at 5.9 µM. 0.16% of 320,000 active. AID 2174, 2009;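 active means inhibition above the mean of all tested compounds plus 3 SD, set per campaign, cut at about 14% in these data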;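 further: inhibitors block serine hydrolase probe labeling of LYPLA1 so polarization falls; 0% = enzyme with DMSO and 100% = wells lacking LYPLA1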
# Target sequence (O75608 whole entry, looked up): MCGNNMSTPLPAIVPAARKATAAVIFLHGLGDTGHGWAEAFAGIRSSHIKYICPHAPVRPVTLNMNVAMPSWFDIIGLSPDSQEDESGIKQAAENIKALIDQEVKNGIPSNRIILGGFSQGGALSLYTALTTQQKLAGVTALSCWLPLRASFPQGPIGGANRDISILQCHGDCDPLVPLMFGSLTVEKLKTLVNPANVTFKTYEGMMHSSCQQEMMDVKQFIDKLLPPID
# LYPLA2 counter – LYPLA2 inhibitors, primary screen, counter-screen for PME1 inhibitor project, biochemical, fluorescence polarization, FP-Rh probe ABPP. recombinant LYPLA2. inhibition, % at 5.9 µM. 0.38% of 320,000 active. AID 2177, 2009;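 active means inhibition above the screen-wide mean plus 3 SD, limit set per campaign, cut at about 26% in these data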;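 further: 0% = LYPLA2 with DMSO and 100% = wells lacking LYPLA2 enzyme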
# Target sequence (O95372 whole entry, looked up): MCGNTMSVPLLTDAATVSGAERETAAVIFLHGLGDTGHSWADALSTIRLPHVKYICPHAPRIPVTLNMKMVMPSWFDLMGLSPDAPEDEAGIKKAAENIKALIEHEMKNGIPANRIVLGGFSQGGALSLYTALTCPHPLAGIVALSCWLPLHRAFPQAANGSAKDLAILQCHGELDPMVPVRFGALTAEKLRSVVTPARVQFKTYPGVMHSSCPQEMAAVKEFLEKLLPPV
# GSTO1 inh – inhibitors of recombinant GSTO1, primary screen, counter-screen for RBBP9 inhibitor project, biochemical, fluorescence polarization | activity-based probe fluorescence polarization | inhibition, % at 5.96 µM | AID 1974, 2009 | 1.1% of 300,000 active;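 active means inhibition above the campaign mean inhibition plus 3 SD, cut at about 35% in these data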;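 further: 0% = GSTO1-1 with DMSO and 100% = wells lacking GSTO1-1 enzyme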
# EBNA-1 inhibitor – EBNA-1 DNA-binding inhibitors, primary screen, biochemical, fluorescence polarization. inhibition, % at 14.8 µM. 0.34% of 300,000 active; in the data active means inhibition above about 28%
# ZTA counter – blocks Epstein-Barr virus ZTA, an EBNA-1 counter-screen. ZTA-DNA binding, fluorescence polarization. 0.15% of 320,000 active. inhibition, % at 11 µM. P03206; in the data active means inhibition above about 33%
# Target sequence (P03206 whole entry, looked up): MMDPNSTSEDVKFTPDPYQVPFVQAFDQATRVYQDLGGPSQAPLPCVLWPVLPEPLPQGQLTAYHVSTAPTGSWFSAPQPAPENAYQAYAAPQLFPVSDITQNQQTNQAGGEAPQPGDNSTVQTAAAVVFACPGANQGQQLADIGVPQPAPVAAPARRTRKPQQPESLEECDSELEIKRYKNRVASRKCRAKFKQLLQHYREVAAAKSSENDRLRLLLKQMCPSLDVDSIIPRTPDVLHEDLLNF
# * hit, by the source's call; nt = not tested or not shown. This is a subset; rates above refer to the full screens.
SMILES,PAFAH2 inh,PAD4 FP inh,PAFAH1B3 inh,PREPL inhibitor,LYPLA1 counter,LYPLA2 counter,GSTO1 inh,EBNA-1 inhibitor,ZTA counter
CCC1SC(=NC(=O)c2ccc(Cl)c(Cl)c2)NC1=O (stereo not drawn),-4,-2,-6,12,-2,8,-6,8,5
CCCn1c(=O)c(C(=O)NNC(=O)c2ccccc2[N+](=O)[O-])c(O)c2ccccc21,-3,0,9,6,0,-3,4,3,9
CC(C)(C)n1nc2c(c1NC(=O)C1CC(=O)N(c3ccc(Cl)cc3)C1)CS(=O)(=O)C2 (stereo not drawn),-2,2,0,16,0,9,8,8,3
COc1ccc(C)cc1NC(=O)CNC(=O)Cn1ccc2ccccc2c1=O,-4,-2,1,-2,2,5,-7,9,1
COc1ccc(-c2cc(C(F)(F)F)n3nc(C(=O)O)nc3n2)cc1,-3,-7,12,-1,-5,-4,-6,15,15
CC(C)C(=O)Nc1cc(C(F)(F)F)ccc1-n1ccnc1,1,-6,4,2,1,5,4,-11,0
COCCCNC(=S)N1CCCN(c2nc3cc(C)ccc3cc2C#N)CC1,2,0,4,1,3,5,-2,8,10
CCOc1ccccc1NC(=O)CCNS(=O)(=O)c1ccc2[nH]c(=O)oc2c1,3,9,-3,1,-1,6,5,-4,11
COc1cccc(C(=O)Nc2cc3c(cc2C(C)=O)OCCO3)c1,6,-3,2,7,-3,-4,8,-4,-1
COc1ccc(Cc2nnc(N=Nc3c(O)[nH]c4ccc(Br)cc34)[nH]c2=O)cc1,-6,2,7,12,-2,-5,-1,6,3
CCCSc1nc(NCc2ccco2)c2c3c(sc2n1)COC(C)(C)C3,-12,-4,-1,8,3,-2,-10,6,6
CN(C)c1ccc(/C=N/NC(=O)C(=O)/C=C2\NC3(CCCC3)Cc3ccccc32)cc1,-1,0,7,13,4,-1,0,6,1
COc1ccc(NC(=S)N2CCCN(Cc3cc(C)ccc3C)C2)cc1,0,5,3,3,0,1,-3,-8,-5
CCOc1ccc(N2CC(=O)N/C2=N\c2nc(C)cc(C)n2)cc1,2,6,2,5,-1,-4,-2,0,1
CCCn1c(=O)c2ccccc2n2c(SCc3cc(=O)oc4ccc5ccccc5c34)nnc12,-8,3,3,-11,-3,2,5,-9,-13
Cc1nc(SCn2nnc3ccccc3c2=O)nc(C)c1C,-8,4,5,-1,-2,5,8,5,-2
COc1ccc2[nH]c(C)c(CN3CCC(C)CC3)c(=O)c2c1,5,-5,15,19,1,1,0,-9,4
C=CCNc1nc2c(c(=O)[nH]c(=O)n2C)n1CCCCC,1,-4,0,14,0,2,9,-11,-11
Cc1cc(CNC(=O)c2cc(Br)ccc2Cl)nn1C,0,1,5,-8,0,-5,4,-5,19
COc1cc(NC(=O)Nc2ccc(Cl)c(Cl)c2)c(C(=O)O)cc1OC,14,0,4,10,20*,9,-28,-6,11
O=C(COC(=O)/C=C/c1ccccc1)Nc1ccc2c(c1)OCCO2,69*,-2,-7,0,-1,0,nt,nt,3
CCOc1cc(NC(=S)NCC2CCCO2)c(OCC)cc1NC(=O)c1ccc(OC)cc1 (stereo not drawn),2,-2,4,15,0,5,-1,0,-4
COc1cc(Cl)c(C)cc1NC(=O)c1ccccc1NC(=O)CN1CCOCC1,0,-1,1,26,-3,-3,-4,-16,-13
COc1ccccc1N1C(=O)c2ccc(C(=O)Nc3ccc(C(=O)O)cc3)cc2C1=O,-3,4,-2,0,0,-2,-8,1,-11
Cc1sc2c(c1C)c(=O)n(-c1ccccc1)c1nnc(C)n21,1,-1,1,-9,-1,9,1,1,-3

# Reprinted from the part before: 3 compounds, then new ones.
SMILES,PAFAH2 inh,PAD4 FP inh,PAFAH1B3 inh,PREPL inhibitor,LYPLA1 counter,LYPLA2 counter,GSTO1 inh,EBNA-1 inhibitor,ZTA counter
COc1cc(Cl)c(C)cc1NC(=O)c1ccccc1NC(=O)CN1CCOCC1,0,-1,1,26,-3,-3,-4,-16,-13
COc1ccccc1N1C(=O)c2ccc(C(=O)Nc3ccc(C(=O)O)cc3)cc2C1=O,-3,4,-2,0,0,-2,-8,1,-11
Cc1sc2c(c1C)c(=O)n(-c1ccccc1)c1nnc(C)n21,1,-1,1,-9,-1,9,1,1,-3
O=C(NC(=S)NCC1CCCO1)c1ccccc1Br (stereo not drawn),1,2,-2,21,1,9,0,9,-1
COC(=O)C1=C(N)Oc2cc(C)n(CCN3CCOCC3)c(=O)c2C1c1cccnc1 (stereo not drawn),-10,8,1,2,-2,1,-3,0,-4
Cc1ccnc(NC(=O)c2ccc(NC(=O)c3ccco3)cc2)c1,-1,-4,4,-12,-2,6,-10,-1,-5
O=S(=O)(NCc1cc(-c2ccccc2)no1)c1ccccc1,2,1,7,-32,2,-5,2,-8,-2
Cn1cc(Br)c(C(=O)Nc2sc3c(c2C(N)=O)CCCC3)n1,3,7,6,16,-1,7,13,-4,0
O=C(CN1C(=O)NC2(CCOc3ccccc32)C1=O)Nc1cccc(Cl)c1 (stereo not drawn),5,-5,0,15,-6,-10,0,-8,-6
O=C(NCCc1c[nH]c2ccccc12)c1ccc(-n2cnnn2)cc1,11,-5,-5,2,2,2,-5,-7,4
CCOc1ccccc1NC(=O)CN(c1nccs1)S(=O)(=O)c1ccc(N)cc1,-8,5,-1,0,-2,-3,6,4,-1
O=C(COc1cccc(C(F)(F)F)c1)N1CCN(c2ccccc2O)CC1,13,-3,6,0,0,-5,0,1,22
COc1ccc(S(=O)(=O)N2CCN(C(=O)[C@@H]3CCC(=O)N3C3OC(=O)c4ccccc43)CC2)cc1 (stereo partly drawn),5,-1,0,3,-1,3,1,2,12
O=C(NNS(=O)(=O)c1cc(Cl)c(Cl)cc1Cl)c1cccnc1,5,-4,1,2,5,11,3,-1,3
CN(C)c1nc(OCCOC(=O)Nc2ccc(Cl)cc2Cl)nc(N(C)C)n1,-2,-4,-8,8,5,4,1,-3,5
Cc1cc(N2CCCCCC2)nc2ccc(F)cc12,6,-2,2,3,3,-3,3,0,-17
CCS(=O)(=O)N1CCN(C(C)CCc2ccccc2)CC1 (stereo not drawn),-6,-2,4,-1,2,8,1,-5,3
CSCCC1NC(=O)N(CC(=O)Nc2cc(C)on2)C1=O (stereo not drawn),-9,-2,-2,0,0,-4,nt,nt,2
Cn1c(COc2ccc(F)cc2)nnc1SCC(=O)NC1CC1,3,2,11,4,-1,-1,0,-1,1
CCCn1c(SCC(=O)NC2CCCC2)nnc1C(C)C,1,-4,1,-3,-4,-1,3,-9,-7
COc1ccc(Cl)cc1NC(=O)C(C)N(C)Cc1ccc(C(F)(F)F)cc1 (stereo not drawn),1,-3,4,3,-4,-1,9,13,15
O=C(O)COc1ccc(Br)cc1/C=C1/SC(=O)N(CC(=O)N2CCCC2)C1=O,0,0,7,12,5,9,3,2,-12
O=C(Cc1cccs1)Nc1cc(SCCO)cc([N+](=O)[O-])c1,-2,2,11,8,-1,3,-6,7,-14
Cc1ccc(S(=O)(=O)C2C(=O)N(C)C3(C)CC2c2ccccc2O3)cc1 (stereo not drawn),3,-2,7,-14,1,-3,2,1,1
Cc1nc2ccccc2nc(C)c1=NOCc1ccc(C#N)cc1,6,-1,4,0,0,1,2,-2,-6
Cc1ccc(/C=C2\SC(=O)N(CCC(=O)N3CCN(C)CC3)C2=O)cc1,-6,-3,3,34,-3,1,6,-14,10
O=C(CCc1ccc(S(=O)(=O)N2CCOCC2)cc1)Nc1c(F)cccc1F,2,-3,0,0,nt,nt,nt,nt,nt
O=C(c1ccc(Br)o1)N1CCN(C/C=C/c2ccccc2)CC1,-8,6,6,-14,4,5,2,-7,-15
# Further records:
SMILES,PAFAH2 inh,PAD4 FP inh,PAFAH1B3 inh,PREPL inhibitor,LYPLA1 counter,LYPLA2 counter,GSTO1 inh,EBNA-1 inhibitor,ZTA counter
COc1cc(CN2CCN(c3cccc(C)c3C)CC2)cc([N+](=O)[O-])c1O,-1,3,-2,18,2,2,7,-2,-15
CC(C)(C)c1ccc(C(=O)NC(=S)N2CCOCC2)cc1,5,12,-2,10,1,4,10,-7,7
Cc1cc(N(C)N)nc(NC(=O)NS(=O)(=O)c2ccccc2Cl)n1,4,-3,2,-2,1,-3,-2,-7,5
Cc1ccc(S(=O)(=O)N2CCOCC2)cc1C(=O)NC1CCCC(C)C1C (stereo not drawn),4,-3,1,-7,-3,0,-8,-7,6
COc1ccc(OC)c(NC(=O)Cn2c(CCC(=O)O)ccc2-c2ccc(C)cc2)c1,4,-1,1,0,0,-1,14,-9,1
COc1ccc(S(=O)(=O)Nc2cc3c(C(C)=O)c(C)oc3c3ccccc23)cc1,-8,-5,-1,-5,-6,-11,-7,-6,2
Cc1cc(C)c(NC(=O)CN(C)S(=O)(=O)c2ccc3c(c2)n(C)c(=O)c(=O)n3C)c(C)c1,4,-5,2,4,-2,1,-8,-3,-6
Cc1nn(-c2ccccc2)c2sc(C(=O)c3c(N)n(C)c(=O)n(C)c3=O)cc12,6,-2,1,10,0,-4,6,8,3
Cc1ccc(CNC(=O)CS(=O)(=O)CC(=O)O)cc1,4,2,7,1,-2,-1,0,7,9
Cc1ccc(C2C(C#N)=C(N)Oc3n[nH]c(C)c32)cc1 (stereo not drawn),6,-2,8,-18,0,1,10,-9,6
O=C(CSc1nnnn1-c1ccccc1)N1N=CCC1c1ccccc1 (stereo not drawn),7,-1,6,-2,3,15,7,6,-16
Cc1[nH]nc2c1C1(CCOC1C)C(C#N)=C(N)O2 (stereo not drawn),2,-4,5,-1,2,8,-3,-7,-7
COc1cccc(CNC(=O)CCc2nnc(C3CCCCC3)o2)c1,4,0,6,-3,2,-4,5,-6,0
NC(=O)C1CCN(c2ccnc3cc(Cl)ccc23)CC1,4,-4,4,4,3,5,-2,-8,-10
COc1ccc(N2C3=C(C(=O)CC(C)(C)C3)C(c3ccccc3OC)C3=C2CC(C)(C)CC3=O)cc1,6,-2,1,8,-1,1,9,-11,-5
O=C(Cn1nnc(-c2ccccc2NC(=O)c2cccs2)n1)Nc1ccccc1,-39,-7,-13,-12,-6,-18,-23,28*,3
COc1ccc(CCNC(=O)c2coc3ccccc3c2=O)cc1,4,3,4,0,0,1,4,-7,-4
CCOC(=O)c1ccc(NC(=O)c2sc3nc4n(c(=O)c3c2C)CCC4)cc1,3,-3,-1,1,-1,9,-10,-20,-15
CC(NC(=O)c1ccco1)C(=O)N1CCc2ccccc2C1 (stereo not drawn),1,-3,3,-6,4,3,-3,-13,-3
Clc1ccc(SCc2cc(N3CCOCC3)nc(-c3ccccn3)n2)cc1,5,-1,10,7,-2,-7,5,8,2
CCN1C(=O)CSC1=Nc1cccc(C(=O)O)c1,-7,1,4,1,1,-4,5,8,14
COc1ccc(/C=N/N2CCN(c3ccc(Cl)cc3)CC2)cc1O,3,-10,8,19,-4,-6,-2,-6,-15
Cc1cc(=O)[nH]c(SCC(=O)Nc2ccc(Cl)cn2)n1,0,-7,15,2,1,5,3,4,0
CC/C(=N/NC(=O)c1ccccc1O)c1c(C)[nH]n(-c2ccccc2)c1=O,7,0,9,-4,0,5,7,-6,-3
CCN(CC(=O)Nc1ccc(NC(C)=O)cc1)C(=O)c1sc2nc3n(c(=O)c2c1C)CCC3,-3,-1,8,-1,-2,-1,nt,nt,4
CCCCc1nnc(NC(=O)CCS(=O)(=O)c2ccc(C)cc2)s1,1,-5,7,14,3,4,nt,nt,-9
